LGR2 antag: inhibitors of bursicon-induced Drosophila LGR2 receptor cAMP signaling; 380,000 tested, 0.35% active; HEK293 LGR2, CRE-luciferase, bursicon-stimulated, 4 h; AID 720647; inhibition, % at 9.99 µM;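 active means drop in luminescence signal, shown as inhibition above about 50% in the replicate tests, limit read from the data, passing the limit was not always enough; inconclusive means probably only some replicates passing the limit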;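 further: agonist challenge used bursicon conditioned medium at about half maximal strength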
Casp6 inh: inhibitors of human caspase-6; purified caspase-6, Z-VEID-R110 cleavage fluorescence; inhibition, % at 12.5 µM; 350,000 tested, 0.53% active;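 active means mean inhibition across replicates at least about 35%, with every replicate also reaching that limit, limit read from the data; inconclusive means only one of the two criteria met; inactive means neither criterion met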;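 further: 0% = median of neutral control wells and 100% = no fluorescence left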
Target sequence (P55212 24-179 limits assumed): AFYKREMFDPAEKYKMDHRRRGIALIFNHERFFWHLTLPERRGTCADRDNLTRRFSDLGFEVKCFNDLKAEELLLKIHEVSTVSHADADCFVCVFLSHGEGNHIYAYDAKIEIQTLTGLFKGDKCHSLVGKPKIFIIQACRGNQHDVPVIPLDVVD
Target sequence (P55212 194-293 limits assumed): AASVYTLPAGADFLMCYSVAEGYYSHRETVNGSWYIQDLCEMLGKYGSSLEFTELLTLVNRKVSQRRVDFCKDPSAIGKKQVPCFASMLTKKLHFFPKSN
DENV2 CPE rescue: inhibitors of DENV2 cytopathic effect | DENV2-infected cells, cytopathic effect rescue, plate reader | CPE inhibition, % at 9.99 µM | 350,000 tested, 1.7% active; in the data active means CPE inhibition above about 20%, passing the limit was not always enough; inconclusive means no clear call, values can overlap the other calls; tested in BHK-21 cells;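 further: 0% = median of neutral control wells and 100% = median of positive control wells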
SIRT5 block: blocks human SIRT5 desuccinylation of peptide. Q9NXA8. Purified SirT5, succinyl-peptide AMC, trypsin-coupled fluorescence. inhibition, % at 15 µM. 330,000 tested, 1.1% active; in the data active means inhibition above about 15%; inconclusive means no clear call, values can overlap the other calls
Target sequence (Q9NXA8 whole entry, looked up): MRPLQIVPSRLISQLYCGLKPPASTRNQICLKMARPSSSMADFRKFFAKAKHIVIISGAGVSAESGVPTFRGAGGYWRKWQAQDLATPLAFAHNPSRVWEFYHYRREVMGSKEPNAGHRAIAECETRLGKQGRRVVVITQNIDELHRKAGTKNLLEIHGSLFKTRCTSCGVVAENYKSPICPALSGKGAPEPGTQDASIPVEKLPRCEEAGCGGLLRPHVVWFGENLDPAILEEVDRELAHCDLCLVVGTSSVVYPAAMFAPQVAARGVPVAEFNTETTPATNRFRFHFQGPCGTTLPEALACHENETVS
PAX8 reporter: inhibitors of PAX8 transcriptional activity in RMG-I cells | AID 652154 | inhibition, % at 12.6 µM | 360,000 tested, 1.2% active | RMG-I TPO-luciferase reporter, SteadyGlo, 24 h;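 active means mean replicate inhibition at least 60% with every replicate also reaching 60%; inconclusive means only one of the two criteria is met; inactive means mean below 60% and not all replicates reaching 60%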;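 further: luciferase light reporting Pax8 driven TPO promoter activity; plate controls were median of neutral control wells for no effect and mitoxantrone controls for full effect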
ARNT-TACC3 inh: ARNT/TACC3 interaction disruption | Q9Y6A5 | AlphaScreen His-ARNT PAS-B/GST-TACC3 binding, luminescence; TACC3 fragment carries E629A point mutation | inhibition, % at 9.99 µM | 390,000 tested, 0.66% active | AID 623870;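 active means mean inhibition of replicates at least 50% and at least half of replicates each reaching 50%; inconclusive means half or more replicates reach 50% but mean below 50%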;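 further: 0% = complete ARNT plus TACC3 wells and 100% = ARNT alone without TACC3; many hits fall short of the cut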
EWS-Fli inh: EWS/Fli transcriptional activity inhibition; AID 651661; 350,000 tested, 0.67% active; A673 NR0B1-luciferase reporter, viability-normalised; inhibition, % at 12.6 µM;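 active means mean inhibition of at least 50% after viability correction, with every replicate also passing that limit; inconclusive means mean reaches 50% but only one of two replicates passes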;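 further: firefly luciferase signal divided by Alamar Blue viability fluorescence both relative to DMSO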
The depositor's hits bear a star; ? = inconclusive; / = no result given; & = joins results of further samples.

The opening 7 entries as a preview:
SMILES	LGR2 antag	Casp6 inh	DENV2 CPE rescue	SIRT5 block	PAX8 reporter	ARNT-TACC3 inh	EWS-Fli inh
O=C(N/N=C/C1CC=CCC1)c1cc(Br)ccc1O (configuration not stated)	-2	5	-2	3	10	-4	-3
CC1(C)C(=S)N(Cc2ccccc2)c2ccccc21	-3	4	-1	-3	11	-9	4
C[C@@H]1CCCCO[C@@H](CN(C)Cc2ccc3c(c2)OCO3)[C@@H](C)CN([C@H](C)CO)C(=O)c2cc(NC(=O)Nc3ccccc3)ccc2O1	0	2	-3	6	-2	14	-12
CC(C(=O)Nc1ccc(N2CCOCC2)cc1)N1C(=O)NC(C)(C)C1=O (configuration not stated)	-17	0	-3	3	7	-1	-7
COc1cc2c(cc1O)C(Cc1ccc(O)cc1)[N+](C)([O-])CC2 (configuration not stated)	9	-1	?	/	14	-2	-12
O=C(Nc1cccnc1Cl)c1cc(-c2ccc(O)cc2)on1	-12	-4	11	-2	-22	-3	-23
COC(=O)c1ccc(OCC(O)CN2CCN(CC(O)COc3ccc(C(=O)OC)cc3)CC2)cc1 (configuration not stated)	-1	-3	2	-2	4	-8	3

All compounds of this part (from the top)
SMILES	LGR2 antag	Casp6 inh	DENV2 CPE rescue	SIRT5 block	PAX8 reporter	ARNT-TACC3 inh	EWS-Fli inh
O=C(N/N=C/C1CC=CCC1)c1cc(Br)ccc1O (configuration not stated)	-2	5	-2	3	10	-4	-3
CC1(C)C(=S)N(Cc2ccccc2)c2ccccc21	-3	4	-1	-3	11	-9	4
C[C@@H]1CCCCO[C@@H](CN(C)Cc2ccc3c(c2)OCO3)[C@@H](C)CN([C@H](C)CO)C(=O)c2cc(NC(=O)Nc3ccccc3)ccc2O1	0	2	-3	6	-2	14	-12
CC(C(=O)Nc1ccc(N2CCOCC2)cc1)N1C(=O)NC(C)(C)C1=O (configuration not stated)	-17	0	-3	3	7	-1	-7
COc1cc2c(cc1O)C(Cc1ccc(O)cc1)[N+](C)([O-])CC2 (configuration not stated)	9	-1	?	/	14	-2	-12
O=C(Nc1cccnc1Cl)c1cc(-c2ccc(O)cc2)on1	-12	-4	11	-2	-22	-3	-23
COC(=O)c1ccc(OCC(O)CN2CCN(CC(O)COc3ccc(C(=O)OC)cc3)CC2)cc1 (configuration not stated)	-1	-3	2	-2	4	-8	3
CCOC(=O)Nc1ccc(S(=O)(=O)Nc2nc(C)cc(C)n2)cc1	-7	0	/	7	/	-16	23
Cn1c(=O)cc(OCC(=O)N2CCC(N3CCCCC3)CC2)c2ccccc21	-3	-4	1	0	1	-1	8
N=c1scc(-c2ccccc2)n1/N=C/c1ccco1	-44	/	/	/	-146	16	/
COc1ccc(C2CC(=O)c3c([nH]c(C(=O)OC(C)C)c3C)C2)cc1OC (configuration not stated)	/	-1	-14	-1	28	-6	6
COC(=O)CN(C#N)c1nc(N(C)C)nc(N(C)C)n1	17	0	10	1	-10	-1	-6
O=c1[nH]c(=S)[nH]c2c1C(c1cccc(C(F)(F)F)c1)OC(CCc1ccccc1)C2 (configuration not stated)	-12	-2	-2	-4	-26	/	7
COc1cccc(C(c2sc3ncnn3c2O)N2CCc3ccccc3C2)c1 (configuration not stated)	-13	1	-2	0	17	3	12
COc1cc2c(cc1NC(=O)Cc1ccc(C)cc1)oc1ccccc12	-1	-1	-10	-4	-95	-1	-103
CCCNC(=O)[C@@H]1[C@@H](CO)[C@@H]2Cn3c(ccc(-c4ccccc4F)c3=O)[C@@H]2N1C	-3	-1	-6	0	/	/	-7
Cc1cc(C)c2cc(CN(CC3CCCO3)C(=S)NCc3ccco3)c(=O)[nH]c2c1 (configuration not stated)	?	6	-4	2	7	8	13
CO[C@H]1CN(C)C(=O)c2ccc(NS(=O)(=O)CC(F)(F)F)cc2OC[C@H](C)NC[C@H]1C	-2	/	?	-1	-1	-2	-1
Clc1ccc(OCCCN2CCCCC2)c(Br)c1	-51	-5	?	2	-79	-7	-25
COc1ccc(OCC2CN(C3CCCC3)S(=O)(=O)CCO2)cc1 (configuration not stated)	-5	2	7	1	-7	/	-9
Nc1ccc(C(=O)N/N=C/c2cn(Cc3cccc(F)c3)c3ccccc23)cc1	1	-1	4	-3	8	-24	12
CCN(C(=O)COC(=O)c1ccc(SC)cc1OC)C1CCS(=O)(=O)C1 (configuration not stated)	2	5	1	-4	-4	-2	-7
O=C(c1ccc(F)c(S(=O)(=O)N2CCOCC2)c1)N1CCN(c2ncccn2)CC1	4	1	13	-2	-8	-5	2
Cc1ccc(C(=O)Nc2ccccc2C(=O)NC(Cc2c[nH]c3ccccc23)C(=O)O)cc1 (configuration not stated)	-9	7	10	5	-7	-7	-6
Cc1oc(-c2ccccc2)nc1C(=O)OCC(=O)NCc1ccc(Cl)cc1	6	-4	4	11	23	/	4
Cc1noc(C)c1NC(=O)Nc1cccc2c1O[C@@H](CN(C)Cc1ccc(C(=O)O)cc1)[C@H](C)CN([C@H](C)CO)C2=O	7	0	8	-1	/	-13	0
C[C@H](CO)N1C[C@H](C)[C@@H](CN(C)CC2CCCCC2)Oc2ccc(NC(=O)Nc3ccc(F)cc3)cc2CC1=O	25	-2	14	6	16	16	-1
O=C(Nc1ccc2oc(-c3cccc(F)c3)nc2c1)c1ccccc1F	-3	13	/	-5	/	2	-134
OC(COc1ccccc1)CN1CCN(C(c2ccccc2)c2ccccc2)CC1 (configuration not stated)	-13	2	-3	0	0	8	15
C[C@H](O)C#Cc1cnc2c(c1)C(=O)N([C@H](C)CO)C[C@@H](C)[C@@H](CN(C)CC1CCOCC1)O2	-4	-1	10	-3	-11	-8	-3
Cc1sc2nc(CSc3ccc([N+](=O)[O-])c(C(F)(F)F)c3)[nH]c(=O)c2c1C	/	30	-1	0	-1	1	3
O=C(CNC(=O)c1ccc2c(c1)OCO2)N/N=C/c1cccc([N+](=O)[O-])c1	28	2	1	2	12	-2	-7
CN(C)c1ccc(CNC(=O)CN(C)S(=O)(=O)c2ccc3c(c2)c(=O)n(C)c(=O)n3C)cc1	18	-3	1	-3	-9	-3	-1
CC(C)(C)C(=O)CN1C(=O)NC2(CCCc3ccccc32)C1=O (configuration not stated)	10	0	-2	-2	-17	-3	10
CN1CCC(N(C)S(=O)(=O)c2ccc(NC(=O)c3cccc(C#N)c3)cc2)CC1	0	0	-7	0	15	-3	4
COc1ccc(S(=O)(=O)Nc2ccc3c(c2)CC(=O)N([C@@H](C)CO)C[C@H](C)[C@H](CN(C)C(=O)Nc2ccc(C(F)(F)F)cc2)O3)cc1	11	0	-7	7	-24	-1	-3
CCCn1nc2cc(C(=O)NCCc3cccs3)ccc2c1OCC	-120	3	/	-16	-88	-5	-72
COCCn1c(SCC(=O)NNC(=O)c2ccc(OC)c(OC)c2)nc2ccccc2c1=O	/	14	-3	2	9	-6	6
N/C(Cc1ccc(Cl)cc1Cl)=N\OC(=O)Cc1cccs1	-33	/	/	/	-23	-24	/
Cc1ccc(S(=O)(=O)Nc2ccc3c(c2)C(=O)N([C@@H](C)CO)C[C@H](C)[C@@H](CN(C)C(=O)Nc2ccc(F)cc2)O3)cc1	-23	2	6	3	-4	-8	3
COc1cc(-c2coc3c(C(=O)Nc4ccc(C(C)C)cc4)cccc23)ccc1O	-6	0	-5	1	-21	/	17
CCC(C)n1c(=N)c(C#N)cc2c(=O)n3cccc(C)c3nc21 (configuration not stated)	/	-3	6	-3	18	2	-1
Cc1cccc(-n2c(-c3ccccc3)c[nH]c2=S)c1C	13	2	-3	2	25	7	-21
O=C(COC(=O)C12CC3CC(CC(O)(C3)C1)C2)Nc1ccc(Cl)cc1F	-63	-1	5	0	-175	-8	-16
CC(C)(C)c1ccc(C(=O)NN=C2CCCC2)cc1	-7	-1	-7	/	-8	-1	-17
Cc1ccc(S(=O)(=O)Nc2ccc3c(c2)C(=O)N([C@H](C)CO)C[C@H](C)[C@@H](CN(C)Cc2ccc4c(c2)OCO4)O3)cc1	-12	-1	-14	-2	-4	-12	1
C[C@H](CO)N1C[C@H](C)[C@H](CN(C)C(=O)NC2CCCCC2)Oc2ncc(/C=C/c3ccccc3)cc2C1=O	-12	3&-3	9&-1	-12&4	-1	7&3	1&-12
Cc1ccc(CNS(=O)(=O)c2ccc(Br)s2)cc1	-30	1	?	-5	-14	-9	6
CCCN1[C@@H]2Cn3c(ccc(C4=CCCC4)c3=O)[C@H]1[C@@H](C(=O)N(C)C)[C@@H]2CO	-9	1	0	-4	-17	-2	-2
Cc1cccc(C)c1NC1=NC(=S)N(c2ccc(C(=O)O)cc2)C12CCCCC2	4	4	6	-2	0	4	8
CCc1nc2c(OCc3cccc(Cl)c3)cccn2c1N(C)C(=O)CC(C)C	-16	1	-2	0	25	/	6
CCn1nnc2cc(C(=O)NCCc3ccccc3F)ccc21	54*	2	-1	-1	4	-3	56*
OC(c1ccc(F)c(F)c1)c1nc(-c2ccncc2)cs1 (configuration not stated)	-7	-4	-7	7	8	/	10
O=C(c1cccc(F)c1)N1CCCCN2[C@H](CO)[C@@H](c3ccc(-c4ccc(F)cc4)cc3)[C@H]2C1	/	-1	3	-5	-12	4	2
COc1cc(OC)cc(C2=Cc3ccccc3C(CC(C)=O)N2c2ccc(C#CC3(N)CCCCC3)cc2)c1 (configuration not stated)	1	-5	-9	-3	5	/	50
Cc1ccc(C)c(OCc2cc(C(=O)N3CCNC(=O)C3)no2)c1	-10	-2	-2	1	-21	-5	/
Clc1nc(NCc2ccco2)nc(N2CCCCC2)n1	/	8	-7	-3	-1	-3	3
COc1ccccc1NC(=O)c1coc(=O)c(Br)c1	-34	17	2	-3	-165	5	-75
CCCCCCc1nc(C(N)=O)c2[nH]c(=O)n(-c3ccc(OC)cc3OC)c2n1	-9	1	-4	0	14	0	/
COC(C/C=C\[C@@H](O)[C@@H](C)OCc1ccccc1)OC	4	-1	1	/	-15	7	-17

Going on with the list.
SMILES	LGR2 antag	Casp6 inh	DENV2 CPE rescue	SIRT5 block	PAX8 reporter	ARNT-TACC3 inh	EWS-Fli inh
Cc1ccc(S/C=C\C(=O)c2ccccc2)cc1	-5	1	-10	0	/	-3	-7
CC(C)NC(=O)N[C@@H]1CC[C@@H](CC(=O)NCc2ccc(Oc3ccccc3)cc2)O[C@H]1CO	2	-3	19	4	-7	45	-7
COc1cccc(NC(=O)CSc2nc3c(sc4ccccc43)c(=O)n2CCCN2CCCC2)c1	-45	-11	-2	-4	-6	11	/
CC(C)CC1NC(=O)N(CC(=O)NC2CCCCC2)C1=O (configuration not stated)	-5	7	-5	-2	0	-4	-3
OC[C@H]1[C@@H](c2ccc(-c3ccc(F)cc3)cc2)[C@@H]2CN(CCC(F)(F)F)CCCCN12	-8	0	-8	4	-7	/	/
Cc1ccc(S(=O)(=O)N[C@H]2CC[C@@H](CC(=O)NCc3ccccc3F)O[C@@H]2CO)cc1	5	-2	-3	5	0	-7	-3
O=c1c2ccccc2nc(-c2ccc([N+](=O)[O-])cc2)n1O	15	-3	11	0	2	6	4
COc1ccc(S(=O)(=O)Nc2ccc3c(c2)CC(=O)N([C@@H](C)CO)C[C@H](C)[C@H](CN(C)Cc2ccc4c(c2)OCO4)O3)cc1	5	-1	28*	4	/	-1	-9

3 entries from above, reformatted.
Molecule | LGR2 antag | Casp6 inh | DENV2 CPE rescue | SIRT5 block | PAX8 reporter | ARNT-TACC3 inh | EWS-Fli inh
CC(C)NC(=O)N[C@@H]1CC[C@@H](CC(=O)NCc2ccc(Oc3ccccc3)cc2)O[C@H]1CO | 2 | -3 | 19 | 4 | -7 | 45 | -7
COc1cccc(NC(=O)CSc2nc3c(sc4ccccc43)c(=O)n2CCCN2CCCC2)c1 | -45 | -11 | -2 | -4 | -6 | 11 | /
CC(C)CC1NC(=O)N(CC(=O)NC2CCCCC2)C1=O (configuration not stated) | -5 | 7 | -5 | -2 | 0 | -4 | -3

Screening results deposited in PubChem by Broad Institute.
